TNAP inh hiacc – TNAP (human) inhibition, high acceptor; purified TNAP, CDP-star luminescence, 1 M DEA; inhibition, % at 20 µM; 0.03% of 200,000 active;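 active = over 50% inhibition of tissue-nonspecific alkaline phosphatase at 20 µM in the single-dose screen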;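 note: plate controls were DMSO wells for no effect and EDTA-quenched wells as full inhibition for full effect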
Target sequence (P05186 whole entry, looked up): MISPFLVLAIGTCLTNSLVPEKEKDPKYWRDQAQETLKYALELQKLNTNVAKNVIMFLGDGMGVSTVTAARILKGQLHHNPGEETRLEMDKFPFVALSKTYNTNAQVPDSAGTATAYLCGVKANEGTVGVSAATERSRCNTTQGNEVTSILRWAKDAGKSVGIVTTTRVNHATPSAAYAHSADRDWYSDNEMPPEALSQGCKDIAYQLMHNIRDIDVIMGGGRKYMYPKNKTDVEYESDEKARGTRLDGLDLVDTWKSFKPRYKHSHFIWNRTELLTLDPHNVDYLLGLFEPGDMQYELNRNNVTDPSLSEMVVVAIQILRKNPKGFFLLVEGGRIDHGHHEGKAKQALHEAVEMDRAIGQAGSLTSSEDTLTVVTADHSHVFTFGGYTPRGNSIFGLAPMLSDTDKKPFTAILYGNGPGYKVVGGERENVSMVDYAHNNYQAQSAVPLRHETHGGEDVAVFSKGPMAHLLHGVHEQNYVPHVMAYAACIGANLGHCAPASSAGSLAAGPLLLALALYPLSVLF
APP 5'UTR act – activates APP 5'UTR luciferase reporter; SH-SY5Y APP 5'UTR luciferase reporter, luminescence; zero percent = DMSO vehicle wells; activation, % at 2 µM; 1% of 190,000 active; AID 1276;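 active = activation above a set limit, based on mean plus 3 SD of controls, cut at about 140% in these data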; note: values of inactives mirror those of a sister screen read the other way
FLuc act counter – firefly luciferase counter-screen for stimulation assays | activation factor at 10 µM | ATPlite luciferase biochemical, luminescence, 10 min; 0 = ATP-free wells, 1 = DMSO control | 200,000 tested, under 10 active | AID 1027 | P08659;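 active = luciferase activation factor, scaled between plate controls, of at least 2 with compound at 10 µM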
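Assay system: Luciferase/luciferin detection reagent, cell-free biochemical luciferase assay / Read-out: luciferase activation / Benchmarks: No-ATP low control, compound-free enzyme-plus-ATP high control / Medium: PBS buffer for ATP / Detection: luminescence measurement of luciferase light output / Schedule: 10 min at ambient temperature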
TNAP act hi DEA – activators of human TNAP at high phosphate acceptor concentration; P05186; purified TNAP, CDP-star luminescence, 1 M DEA, 30 min; hits give high values; 0 = EDTA background, 1 = DMSO-only activity; activation factor at 20 µM; 200,000 tested, under 10 active;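 active = activation factor at least 2 at 20 µM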
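Test system – human TNAP · Doses – 20 µM single point · Incubation – 30 min, room temperature · Signal – luminescent substrate turnover signal · Read-out basis – activation factor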
bIAP act – increases bovine intestinal alkaline phosphatase activity | AID 1016 | purified bovine IAP, CDP-star luminescence, 30 min; hits give high values; fold of DMSO-control signal, blank-subtracted | 0.17% of 200,000 active | activation factor at 20 µM;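 active = activation factor of 2 or more at 20 µM, a signal rise over negative controls twice the positive control's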
NF-kB neuron act – NF-kB expression increase, human neuronal cells | NF-kB reporter expression; hits give high values | fold change at 12.5 µM | 1.6% of 190,000 active | AID 1239; in the data active = fold change above about 3.3
FLuc inhib CS – counter-screen for luciferase assay inhibitors: firefly luciferase inhibition. P08659. ATPLite firefly luciferase biochemical luminescence, 10 min. inhibition, % at 10 µM. 1.5% of 200,000 active;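 active = inhibition above about 50% when tested at 10 µM, limit read from the data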
PMI act hi M6P – activators of human phosphomannose isomerase at near-saturating mannose 6-phosphate | 0.34% of 190,000 active | coupled PMI enzyme assay, resazurin fluorescence, 20 min; hits give high values; 1 = untreated enzyme, 0 = substrate-free blank | activation factor at 20 µM | P34949 | AID 1216;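 active = activation factor of 2 or more at 20 µM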
Target sequence (P34949 whole entry, looked up): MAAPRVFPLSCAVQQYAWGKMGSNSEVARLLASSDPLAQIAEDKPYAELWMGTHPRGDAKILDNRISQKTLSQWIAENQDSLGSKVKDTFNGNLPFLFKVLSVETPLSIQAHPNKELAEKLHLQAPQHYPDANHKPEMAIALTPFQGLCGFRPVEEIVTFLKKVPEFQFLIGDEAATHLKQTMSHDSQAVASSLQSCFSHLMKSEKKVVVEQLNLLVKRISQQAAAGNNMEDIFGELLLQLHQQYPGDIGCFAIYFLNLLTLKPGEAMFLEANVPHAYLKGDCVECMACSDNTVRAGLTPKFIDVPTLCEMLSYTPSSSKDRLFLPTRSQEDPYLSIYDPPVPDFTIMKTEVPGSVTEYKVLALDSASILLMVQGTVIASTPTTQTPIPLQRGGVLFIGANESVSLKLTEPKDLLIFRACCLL
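Test system: human phosphomannose isomerase with PGI, G6PDH, diaphorase coupling enzymes / Doses: 20 µM compound, 1% DMSO / Times: enzyme reaction with compound 20 min at room temperature / Measured by: Diaphorase-driven resazurin-to-resorufin fluorescence, excitation 544, emission 590 nm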
PMI activator – phosphomannose isomerase (human) activation. activation factor at 20 µM. purified human PMI, coupled resazurin fluorescence, 20 min; hits give high values; 1 = vehicle control, 0 substrate-free wells. 0.005% of 190,000 active. AID 1214;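 active = activation factor of 2 or more at 20 µM, relative to plate controls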
TNAP inh noacc – inhibitors of human TNAP without phosphate acceptor | 0.26% of 200,000 active | purified TNAP, CDP-star luminescence, 30 min | inhibition, % at 20 µM;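 active = tissue-nonspecific alkaline phosphatase inhibition above about 50% at 20 µM in the single-dose screen, limit read from the data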;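 note: 0% = DMSO negative control and 100% = EDTA positive control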
Starred values were filed as active, the others as inactive; · = not tested or not shown.

SMILES | TNAP inh hiacc | APP 5'UTR act | FLuc act counter | TNAP act hi DEA | bIAP act | NF-kB neuron act | FLuc inhib CS | PMI act hi M6P | PMI activator | TNAP inh noacc
C=CCN1C(=O)c2cccc3c(Br)ccc(c23)C1=O | 2 | -4 | 1 | 1 | 0.9 | 1.9 | -1 | 1 | 1 | -3
Cn1c(-c2ccc3c(c2)OCO3)cnc1NCc1ccc(Cl)cc1 | -3 | -2 | 1 | 1 | 6.4* | 1.1 | -3 | 1 | 0.9 | -9
O=C(CN1C(=O)S/C(=C/C=C/c2ccccc2)C1=O)Nc1ccc(C(=O)O)cc1 | 0 | 4 | 0.7 | 1 | 1 | 1.3 | 27 | 1 | 1.1 | 9
CC(C)(C)c1ccccc1OCCOCCN1CCCCCC1 | -8 | 6 | 1.1 | 1.1 | 0.9 | 0.98 | -10 | 0.9 | 1 | -13
O=C(Nc1cccc(Cl)c1)c1ccc(F)c(S(=O)(=O)NCc2cccs2)c1 | 4 | -3 | 1 | 1 | 0.9 | 0.66 | 2 | 0.8 | 0.7 | 2
CCc1nnc(NC(=O)c2ccc(Cl)c(S(=O)(=O)N3CCc4ccccc4C3)c2)s1 | 1 | -19 | 1.1 | 1 | 0.9 | 0.92 | -5 | 1 | 1.1 | -8
Cc1ccc(N=C2C(=S)N(c3ccc(C)cc3)C(=N)N2/N=C/c2ccc(Cl)cc2)cc1 | 1 | 28 | 1 | 1 | 1 | 1.6 | 0 | 1 | 1.1 | -3
COC(=O)c1ccc2c(=O)[nH]c(CSc3nnc(C(F)(F)F)n3C)nc2c1 | -4 | 13 | 1 | 1 | 1 | 1 | -4 | 1.1 | 1.2 | 6
Cc1ncoc1C(=O)Nc1cccc(Cl)c1C | -4 | -2 | 1.1 | 1 | 0.9 | 1 | -10 | 1.1 | 1.1 | -6
COc1cc(-c2nnc(-c3ccncc3)o2)ccc1OCc1ccccc1 | -3 | 24 | 1 | 1 | 1 | 0.61 | -1 | 1 | 1 | -5
Cc1sc2ncnc(N/N=C/c3ccccc3O)c2c1C | 3 | -77 | 0.9 | 1 | 0.9 | 1.4 | 7 | 1 | 0.7 | -99
Cc1c(C(=O)N2CCOCC2)sc2ncnc(N3CCc4ccccc4C3)c12 | -5 | 1 | 1 | 1.1 | 1 | 1.1 | -3 | 1 | 1 | -14
Cc1ccc(NC(=O)NC(=O)CN2C(=O)NC3(CCCCCCC3)C2=O)c(C)c1 | -5 | 0 | 1 | 1.1 | 0.9 | 0.78 | -2 | 0.9 | 0.9 | -5
Cc1ccc(-c2cc(C(F)(F)F)nc(SCC(=O)c3cccc([N+](=O)[O-])c3)n2)cc1 | -2 | -1 | 1 | 1 | 0.8 | 1 | 0 | 1 | 0.9 | 2
CCOC(=O)CSc1nc2c(sc(=S)n2Cc2ccco2)c(=O)n1-c1ccccc1 | -6 | 14 | 1 | 1.1 | 1.1 | 0.91 | -1 | 0.8 | 0.9 | -4
N=C1C(c2nc(-c3ccc(Cl)cc3)cs2)=C(O)CN1CCCN1CCOCC1 | -6 | 5 | 1.1 | 1.1 | 1.2 | 0.71 | -9 | 1 | 0.9 | -3
O=c1c(Cc2ccc(F)cc2)c(O)ccn1CC1CCCO1 (stereo not drawn) | -1 | 21 | 1 | 1 | 1.1 | 1 | -5 | 0.9 | 0.9 | 1
Cc1ccc(-c2nnn(CC(=O)Nc3ccc(S(=O)(=O)N4CCC(C)CC4)cc3)n2)cc1 | -9 | -5 | 1.1 | 1.1 | 0.6 | 1.5 | -7 | 1.1 | 1.2 | 0
O=C(Nc1nnc(C2=COCCO2)o1)C1CCCCC1 | 0 | 8 | 1 | 1 | 1 | 1 | -2 | 1 | 1.1 | 4
COc1ccc(Cl)cc1C(=O)Nc1ccccc1N1CCN(C)CC1 | -4 | -7 | 1 | 1 | 1 | 1 | -1 | 1 | 0.9 | -8
O=C(Cn1nc(-c2cccc(Cl)c2)ccc1=O)Nc1ccc(C(=O)NC2CC2)cc1 | -7 | -5 | 1.1 | 1.1 | 1 | 0.97 | -6 | 1.1 | 0.9 | -12
Cc1cc(C)c(OCC(=O)Nc2ccc3c(c2)OCO3)cc1C | -5 | 29 | 0.9 | 1.1 | 0.9 | 1.5 | 12 | 1 | 0.9 | -5
COCCCNCCCOc1ccc(Cl)cc1C(C)(C)C | -4 | 12 | 1 | 1 | 1 | 0.89 | -1 | 1 | 1 | -14
Cc1cc2c(C)nc(-c3ccccc3)nc2o1 | -1 | 30 | 0.9 | 1 | 0.9 | 1.9 | 12 | 0.9 | 0.9 | -8
Cc1cc(C(=O)NCCCn2ccnc2)sc1-c1ccccc1 | -2 | 5 | 1 | 1 | 1.1 | 0.72 | 0 | 1 | 1 | -6

Another view of part of the listing above:
SMILES,TNAP inh hiacc,APP 5'UTR act,FLuc act counter,TNAP act hi DEA,bIAP act,NF-kB neuron act,FLuc inhib CS,PMI act hi M6P,PMI activator,TNAP inh noacc
Cc1c(C(=O)N2CCOCC2)sc2ncnc(N3CCc4ccccc4C3)c12,-5,1,1,1.1,1,1.1,-3,1,1,-14
Cc1ccc(NC(=O)NC(=O)CN2C(=O)NC3(CCCCCCC3)C2=O)c(C)c1,-5,0,1,1.1,0.9,0.78,-2,0.9,0.9,-5
Cc1ccc(-c2cc(C(F)(F)F)nc(SCC(=O)c3cccc([N+](=O)[O-])c3)n2)cc1,-2,-1,1,1,0.8,1,0,1,0.9,2

Carrying on:
SMILES | TNAP inh hiacc | APP 5'UTR act | FLuc act counter | TNAP act hi DEA | bIAP act | NF-kB neuron act | FLuc inhib CS | PMI act hi M6P | PMI activator | TNAP inh noacc
O=C1CC(c2ccco2)CC(O)=C1C=Nc1cc(Cl)ccc1Cl (stereo not drawn) | 2 | 3 | 1 | 1 | 1 | 1.1 | 1 | 0.9 | 1 | -6
COc1ccccc1-c1nnc(NC(=O)CSc2nncn2C)s1 | -5 | 10 | 0.1 | 1 | 1 | 2 | 94* | 1 | 1 | -9
CCOC(=O)C1=C(CNCc2ccc(C)cc2)NC(=O)NC1c1cc(C)ccc1C (stereo not drawn) | -3 | 1 | 1 | 1 | 1.1 | 0.88 | -5 | 0.9 | 0.8 | 3
CN(C)c1cccc(C(=O)OCC(=O)N(Cc2ccccc2)C2CCS(=O)(=O)C2)c1 (stereo not drawn) | -1 | -14 | 1 | 1 | 1 | 1.2 | 1 | 1 | 1.1 | -8
CC(C)N1CCc2c(sc(NC(=O)c3ccc(S(=O)(=O)N4CCOCC4)cc3)c2C(N)=O)C1 | 10 | 1 | 1 | 0.9 | 1 | 0.61 | 0 | 1 | 1 | 0
COc1ccc(/C(O)=C2/C(=O)C(=O)N(Cc3cccnc3)C2c2ccccn2)cc1 (stereo not drawn) | 1 | 17 | 1 | 1 | 1 | 1.5 | -1 | 1.3 | 1.3 | -7
N/C(=N\OC(=O)N1CCOCC1)c1ccc(Br)cc1 | -3 | 34 | 0.9 | 1 | 1.1 | 1.3 | 13 | 0.8 | 0.8 | 1
CC(=O)c1c(C)[nH]c(C(=O)NCc2ccc(C)cc2)c1C | -1 | 3 | 1 | 1 | 1 | 1.2 | -3 | 0.9 | 0.9 | -5
CCOc1ccc(N2C(=O)/C(=C/c3ccccc3)N=C2SC)cc1 | -2 | 80 | 1 | 1 | 0.9 | 1.4 | -2 | 0.9 | 1 | -4
O=C(Nc1ccc2c(c1)OCO2)c1cncc(Br)c1 | -2 | 52 | 0.8 | 1 | 1 | 2.1 | 17 | 1 | 0.9 | -9
O=C(NCCC1=CCCCC1)c1ccc([N+](=O)[O-])cc1 | -5 | 160* | 0.8 | 1.1 | 0.9 | 4.8* | 21 | 1 | 1 | -11
CCOC(=O)Nc1nnc(-c2ccccc2OC)s1 | -1 | 11 | 0.9 | 1 | 0.9 | 1.6 | 7 | 1 | 1 | -6
O=C(Nc1ccc2c(c1)OCCO2)N1CCN(c2ccc(F)cc2)CC1 | -1 | 66 | 1.1 | 1 | 0.9 | 1.3 | -5 | 0.9 | 0.9 | -10
CNc1ncc(C(=O)c2ccccc2)s1 | -1 | 26 | 1 | 1 | 1 | 1.8 | -1 | 1 | 1.1 | 3
Cc1ccc2[nH]c(C(=O)O)c(NC(=O)CN3CCN(c4cccc(C)c4C)CC3)c2c1 | -6 | -23 | 1.1 | 1.1 | 1 | 1.4 | -8 | 1 | 1 | -9
COc1ccc(CCCc2nnc(SCc3nc4ccccc4c(=O)[nH]3)n2C)cc1 | -7 | 9 | 1.1 | 1.1 | 1.1 | 1 | -8 | 1 | 1 | -18
CCc1ccc(-c2cc(C(=O)NN3CCOCC3)c3ccccc3n2)cc1 | -1 | 12 | 0.6 | 1 | 0.9 | 0.78 | 38 | 0.9 | 0.9 | -8
CCc1ccc(N(CC(=O)O)S(=O)(=O)c2c(C)noc2C)cc1 | -2 | 15 | 1.1 | 1 | 1 | 1.1 | -6 | 1 | 0.9 | -10
CCOC(=O)N1CCN(C(=O)C2CCN(Cc3ccc(OC)cc3OC)CC2)CC1 | -3 | -3 | 1 | 1 | 1 | 0.96 | -1 | 1.4 | 1.2 | 7
Cc1c(NC(=O)CSc2nnc(-c3cccc(Cl)c3)o2)c(=O)n(-c2ccccc2)n1C | -7 | -10 | 1.1 | 1.1 | 1.1 | 1.1 | -8 | 0.9 | 0.9 | -19
Cc1nc(C)c(C(=O)C2=C(O)C(=O)N(CCCN(C)C)C2c2ccco2)s1 (stereo not drawn) | 0 | · | 1 | 1 | 1 | · | -3 | 0.9 | 1 | -6
Cc1cccc(C(=O)NNC(=O)c2cccc([N+](=O)[O-])c2)c1 | 0 | -3 | 1 | 1 | 1 | 0.95 | -1 | 1.1 | 1.1 | -13
Cn1c(O)c(N=NC(=O)CNC(=O)c2ccco2)c2ccccc21 | 5 | 3 | 1 | 1 | 0.9 | 1.1 | 3 | 1 | 1 | -9
Cc1ccc(-n2c(SCC(N)=O)nnc2-c2cccnc2)c(C)c1 | -2 | 15 | 1 | 1 | 1 | 0.98 | -2 | 1 | 1.1 | -7
Cc1cc(C)n2ncc(C(=O)NCc3ccccc3)c2n1 | 0 | 3 | 1 | 1 | 1.1 | 1.4 | 0 | 1 | 1 | -16

New compounds follow
SMILES | TNAP inh hiacc | APP 5'UTR act | FLuc act counter | TNAP act hi DEA | bIAP act | NF-kB neuron act | FLuc inhib CS | PMI act hi M6P | PMI activator | TNAP inh noacc
O=C(Nc1ccc(Cl)c(Cl)c1)OCCNC(=O)c1ccncc1 | -1 | -20 | 1 | 1 | 1.1 | 1.2 | -4 | 0.9 | 0.9 | -6
CCc1ccccc1N(C)C(=O)CCc1nc(-c2ccc(C)cc2)no1 | 0 | -16 | 0.9 | 1 | 1 | 0.87 | 7 | 1.1 | 1.1 | 17
O=C(NCc1cccnc1)/C(=C/c1ccc(-c2cccc(C(F)(F)F)c2)o1)NC(=O)c1ccccc1 | -3 | -5 | 1.1 | 1 | 1 | 0.55 | -6 | 0.8 | 0.7 | -7
N#CC1=C(SCC(N)=O)NC2=C(C(=O)c3ccccc32)C1c1ccc(Cl)cc1 (stereo not drawn) | -4 | -3 | 1.1 | 1 | 1 | 0.86 | -8 | 1.1 | 1.1 | -16
N[C@@H](Cc1ccc(O)cc1)c1nnc([C@H](CC(=O)O)NC(=O)C2CCNCC2)o1 | -2 | -3 | 1 | 1 | 1.1 | 1.1 | -2 | 1.1 | 1.1 | 5
Cc1ccccc1-n1c(C)nnc1SCC(=O)NC1CCCc2ccccc21 (stereo not drawn) | 1 | 8 | 1 | 1 | 1.1 | 1.4 | -1 | 1 | 1 | 4

Rows are unselected; 3.6% or so of the library scored in one or more.
